# Screening data deposited in PubChem by National Center for Advancing Translational Sciences (NCATS).
# KB-3-1 tox: KB-3-1 parental cell cytotoxicity; actives 1.4% (n = 400,000); Potency, µM (series often up to 46.1 µM), for inactives: top-dose activity change, negative = cytotoxic, usual class: cytotoxic; KB-3-1 viability, CellTiter-Glo ATP luminescence, 72 h; also: potency is read from the fitted curve at half-maximal effect; % is scaled to controls: 0 for no effect and ±100 for the full control effect; nearly all actives have a fitted effect of over 60% in size
#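 KB-3-1 cells, DMEM (no phenol red) + 10% FBS; compound by pin transfer, 72 h, 37 °C. Readout: CellTiter-Glo luminescence after 10 min. Data normalized, curve-fitted.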
# HT1080 IDH1KD tx: HT-1080 IDH1 knockdown cell toxicity (counter line); HT-1080 IDH1 knockdown viability, ATP luminescence, 48 h; Potency, µM (series often up to 46.1 µM), for inactives: at the highest dose activity, negative = toxicity, usual class: cytotoxic; actives 2% (n = 360,000);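 also: potency is read from the fitted curve at half-maximal effect; 0% = DMSO wells and -100% = cell-free medium wells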
#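 Viability of IDH1-knockdown HT-1080 fibrosarcoma cells was assessed by CellTiter-Glo after 48 h at 37 °C with titrated compound; concentration-effect curves were classified by fit quality and response size.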
# HT1080NT lethal: kills 2HG-producing HT-1080-NT fibrosarcoma cells | actives 1.6% (n = 360,000) | HT-1080-NT fibrosarcoma viability, CellTiter-Glo ATP luminescence, 48 h | Potency, µM (highest dose often 46.1 µM), inactives show top-dose activity, negative = less viability, most hits filed as cytotoxic;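 also: NT is the 2HG producing partner of a matched IDH1 knockdown line; potency is read from the fitted curve at half-maximal effect; 0% = DMSO-treated cells and -100% = media-only wells without cells; nearly all actives have a fitted effect of over 55% in size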
#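 A 48-hour cytotoxicity screen used HT-1080-NT cells plated 2 hours before compound delivery. ATP-based CellTiter-Glo luminescence measured viability, normalized to DMSO and no-cell controls.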
# KB-V1 MDR tox: kills drug-selected multidrug resistant KB-V1 cells | AID 1347076 | Potency, µM (series often up to 46.1 µM), without a hit: at the top dose activity change, negative = cytotoxicity, hits mostly cytotoxic | actives 3.4% (n = 400,000) | KB-V1 MDR cells viability, CellTiter-Glo, 72 h; also: potency is read from the fitted curve at half-maximal effect; % is scaled to controls: 0 for no effect and ±100 for the full control effect; nearly all actives have a fitted effect of over 60% in size
#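 Cytotoxicity via CellTiter-Glo luminescence after 72 h compound exposure at 37 degrees C. Cells: drug-selected KB-V1 line, DMEM phenol-red free plus 10% FBS. Compounds tested at multiple concentrations; normalized data fitted to concentration-effect curves.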
# IL-1B inflam inh: blocks inflammasome-driven IL-1 beta release; activity change, % at 57.5 µM; THP-1 LPS/ATP IL-1B secretion, AlphaLISA, 16 h; stronger effect = lower value; AID 743279; actives 4.7% (n = 360,000); in the data active = activity change below about -50%; inconclusive = mostly about -30% to -49%; also: % is scaled to controls: 0 for no effect and ±100 for the full control effect
#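 THP-1 cells pretreated 1 hr with compounds (up to 57.5 uM final), then stimulated with LPS (250 ng/mL final) plus ATP (1.25 mM final); secreted IL-1B measured by AlphaLISA after 16 hr, decreased signal indicating inhibition.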
# MCF10A rerep: induces DNA re-replication in MCF 10a normal breast cells. MCF 10A DNA re-replication, Hoechst nuclear intensity, 48 h. Potency, µM (titrated, usually from 46.1 µM), for the others: at the highest dose activity, positive = re-replication, most hits filed as activators. actives 2.9% (n = 350,000). AID 624296; also: potency is read from the fitted curve at half-maximal effect; % of control where 0% means no effect; nearly all actives have a fitted effect of over 50% in size
# GLP1R cytotox: cytotoxicity counter-screen for GLP-1 receptor inverse agonists; HEK293 cAMP-luciferase reporter cells, luminescence, 24 h; Potency, µM (doses to about 38.3 µM), for inactives: at the top dose activity change, negative = inhibition, usual class: inhibitors; actives 0.13% (n = 410,000);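 also: loss of luciferase light is scored as toxicity; potency is read from the fitted curve at half-maximal effect; % is scaled to controls: 0 for no effect and ±100 for the full control effect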
#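 1536-well qHTS counterscreen of the MLSMR; 200 cells/uL, 12 h pre-incubation, 23 nL cpd, 24 h at 37 deg C 5% CO2, luciferase detection reagent, 12 min RT, luminescence. Inhibition = undesired.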
# DRD3 agonist: agonists of human D3 dopamine receptor | P35462 | actives 0.58% (n = 410,000) | D3R DiscoveRx beta-arrestin cells, luminescence, 90 min | AID 652048 | max activation, %; in the data active = max activation above about 30%; also: 0% is about no effect; mostly tested at two doses, the higher about 12 µM
# Target sequence (P35462 whole entry, looked up): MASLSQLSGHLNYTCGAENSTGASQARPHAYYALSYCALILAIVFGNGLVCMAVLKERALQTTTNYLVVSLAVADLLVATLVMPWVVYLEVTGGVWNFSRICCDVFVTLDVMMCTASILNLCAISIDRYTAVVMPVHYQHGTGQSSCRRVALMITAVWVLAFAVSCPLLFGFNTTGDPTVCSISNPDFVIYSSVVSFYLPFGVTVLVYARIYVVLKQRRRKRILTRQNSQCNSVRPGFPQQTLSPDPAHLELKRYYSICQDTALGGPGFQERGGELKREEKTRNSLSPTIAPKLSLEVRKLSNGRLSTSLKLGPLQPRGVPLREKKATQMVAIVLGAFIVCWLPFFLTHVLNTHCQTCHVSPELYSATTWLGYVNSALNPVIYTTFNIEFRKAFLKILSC
#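 Agonist mode: compounds and dopamine controls were applied to plated cells for 90 min at 37 degrees C after an overnight attachment at 1500 cells/well. Luminescent read-out followed 30 - 60 minutes at room temperature with DiscoveRx detection reagent.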
# SW480 rereplic: inducers of DNA re-replication in SW480 colon cancer cells | SW480 DNA re-replication, Hoechst DNA content imaging, 48 h | Potency, µM (series often up to 46.1 µM), without a hit: at the highest dose re-replication activation, most hits filed as activators | actives 1.8% (n = 340,000) | AID 624297; also: potency is read from the fitted curve at half-maximal effect; % of control where 0% means no effect; nearly all actives have a fitted effect of over 55% in size
#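 Image-based DNA-content assay: after two days of treatment, nuclei were labelled with the DNA dye Hoechst and imaged, and hits were compounds raising the count of nuclei showing high fluorescence intensity.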
# * hit, by the source's call; ? = inconclusive; . = no result given; & = joins results of further samples; [ ] = dose if it differs, or a comment. Unless noted, calls follow the shape of the dose curve; as a rule, active = well fitted curve in the direction sought with a large enough effect; inconclusive = small, poorly fitted or top-dose-only effect, or another doubt; inactive = no such curve, though single readings can be large; an effect the other way counts as inactive or inconclusive.
SMILES,KB-3-1 tox,HT1080 IDH1KD tx,HT1080NT lethal,KB-V1 MDR tox,IL-1B inflam inh,MCF10A rerep,GLP1R cytotox,DRD3 agonist,SW480 rereplic
COc1ccc(NC(=O)CN2C(=O)CSc3ccc(S(=O)(=O)N4CCCC4)cc32)cc1OC,2%&-10%,6%,0%,-4%&0%,-17,-1%,-13%&-10%,5&14,29%
N#Cc1cc2cc3c(cc2nc1SCC(=O)N1CCCC1)OCCO3,-3%,12%,18%,-36%,10,4%,2%,-6,-3%
CN(C)/C(CN1CCN(C=O)CC1)=C1\N=C(c2ccccc2)OC1=O,-15%,-4%,4%,23%,-6,10%,-1%,4,-4%
CCCN(C(=O)c1cc2c(=O)oc3ccccc3c2s1)c1ccccc1C,?,.,.,0%,.,.,-1%,4,.
COc1ccccc1-c1nnc(NC(=O)CCS(=O)(=O)c2ccccc2)o1,.,-19%,?,.,-81*,?,-6%,-21,?
Cc1ccc(C2=NN(C(=O)CCCC(=O)O)C(c3ccc4c(c3)OCO4)C2)cc1 (stereo not given),-2%,6%,4%,?,129,3%,3%,5,-8%
CCCCCC(=O)Nc1ccc(NC(=O)c2cc3ccccc3o2)c(OC)c1,2%,.,.,8%,.,.,19%,-11,.
Cc1ccccc1CSc1nnc(CCCCCNC(=O)OC(C)(C)C)o1,-15%,?,-17%,?,.,-22%,24%,-6,-9%
COc1ccc(CCNC(=O)CCn2c(=O)c3ccccc3n(CC(=O)NCC3CCCO3)c2=O)cc1OC (stereo not given),-2%,2%,3%,1%,-6,3%,-9%,-8,5%
Cc1ccc(Cl)cc1NC(=O)C(Cc1ccccc1)NS(=O)(=O)c1cccc2nsnc12 (stereo not given),3%,.,.,-25%,.,.,-1%,-7,.
COc1ccc(C(=O)NCc2ccc(N3CCN(C)CC3)cc2)cc1,2%,11%,12%,-2%,-7,-13%,0%,-44,2%
O=C(O)c1cc(-c2ccc(/C=C3/SC(=S)N(Cc4ccccc4)C3=O)o2)ccc1Cl,-3%,8%,2%,7%,0,-7%,-5%,15,-4%
COC(C/C=C\[C@H](O)COCc1ccccc1)OC,0%,4%,0%,2%,3,14%,-13%,0,-6%
O=C(NC1CCSc2ccccc21)c1cccc(Br)c1 (stereo not given),-18%,-20%,-1%,-20%,49,6%,-3%,-4,?
COc1cc(-c2nc3ccccn3c2/N=C/c2ccc(F)cc2)ccc1O,7%,13%,15%,6%,-12,1%,-7%,6,-6%
Cc1ccc(Sc2c(C#N)c(-c3ccccc3)nn2C)cc1,-9%,?,?,-16%,23,6.5µM*,-15%,-11,?
N#Cc1c(NC(=O)CSc2nnnn2C2CCCCC2)sc2c1CCCC2,-12%,12%,9%,23µM*,15,27%,0%,-8,-2%
COc1ccc(OC)c(-c2csc(NC(=O)CN3C(=O)C4CCCCC4C3=O)n2)c1 (stereo not given),0%,-4%,0%,-19%,-56*,12%,16%,-8,27%
COc1ccc(C2=NS(=O)(=O)N(C)C(C(=O)N3CCN(C)CC3)=C2)cc1,2%,0%,8%,-17%,6,-1%,3%,4,-8%
O=C(C1CCCN(S(=O)(=O)c2ccc(F)cc2)C1)N1CCCCCC1 (stereo not given),.,-6%,5%,.,11,2%,-19%,15,-1%
CCOC(=O)CNC(=S)N(Cc1cccs1)C1CCCCC1,9%,15%,5%,7.3µM*,3,-1%,-1%,5,-41%[inhibitor]
COc1ccc(CCN=C(N)NS(=O)(=O)c2ccc(C)cc2)cc1OC,0%,3%,0%,-1%,0,4%,6%,-15,0%
CCOc1ncccc1C(=O)NCCc1ccc(Cl)cc1,-1%,-6%,-2%,-2%,-14,1%,5%,6,-2%
COc1ccc(C2(C(=O)Nc3cc(C)on3)CCOCC2)cc1,5%,-4%,-2%,-2%,4,-7%,-21%,-6,-1%
S=C1CC2CCCC(C2)N1 (stereo not given),3%,11%,8%,3%,22,-1%,-4%,8,2%

# Results in IL-1B inflam inh, for some of the entries so far:
compound	IL-1B inflam inh
O=C(C1CCCN(S(=O)(=O)c2ccc(F)cc2)C1)N1CCCCCC1 (stereo not given)	11
CCOC(=O)CNC(=S)N(Cc1cccs1)C1CCCCC1	3
COc1ccc(CCN=C(N)NS(=O)(=O)c2ccc(C)cc2)cc1OC	0

# (continued)
SMILES,KB-3-1 tox,HT1080 IDH1KD tx,HT1080NT lethal,KB-V1 MDR tox,IL-1B inflam inh,MCF10A rerep,GLP1R cytotox,DRD3 agonist,SW480 rereplic
COc1ccccc1/C=C(/NC(=O)c1ccccc1)C(=O)NCCN1CCOCC1,-9%,2%,13%,-5%,-6,1%,-6%,-11,2%
Cc1ccc(C(=O)c2coc3c2C(=O)C(=O)c2ccccc2-3)cc1,6%,?,?,?,0,-3%,?,5,-3%
CCS(=O)(=O)n1nc(-c2ccccc2)nc1SC,1%,6%[9.24 µM],8%,6%,-8,-3%,1%,1,-2%
COc1ccc(/C=C/C(=O)OCC(=O)c2c(N)n(C)c(=O)n(C)c2=O)cc1,23%,-4%,7%,-13%,13,-3%,1%,-5,-2%
CC(C)c1nc2ccc(NC(=O)C34CC5CC(CC(C5)C3)C4)cc2[nH]1,12%,-16%,-29%,-19%,-9,16%,-4%,-8,30%
Cc1cc(C)c(NC(=O)CNC(=O)c2cc(C3CC3)nc3c2cnn3C(C)C)c(C)c1,-2%,-10%,0%,?,-21,.,-13%,1,.
COc1ccc(OC)c(NC2=NC3(CCCCC3)N=C(N)N2)c1,?,-22%,-15%,?,-11,12%,-14%,0,0%
C=C(C)c1cccc(C(C)(C)NC(=O)N2CCN(c3ccccc3)CC2)c1,1%,-2%,0%,-28%,4,-2%,-11%,-10,-26%
CCOC(=O)Cn1nc(CC)c2ccccc2c1=O,-5%,-5%,4%,2%,-6,3%,2%,-5,-6%
Cn1cccc1C(=O)NCC1CCCCC1,13%,11%,-2%,32%,-29,0%,-7%,2,-10%
Cc1ccc(C(=O)COc2ncnc3cc(Cl)ccc23)cc1,-4%,13%,16%,-18%,-17,-1%,2%,-3,-7%
O=c1[nH]c(C2CCN(S(=O)(=O)c3ccccc3C(F)(F)F)CC2)nc2c1nnn2Cc1cccc(F)c1,-4%,16µM*,?,2%,?,?,4%,14,?
NC(=O)C[n+]1cccc(C(N)=O)c1,16%,16%,-5%,-1%,36,21%,33%,-8,-13%
O=C(/C=C/Nc1ccc(S(=O)(=O)Nc2cnc3ccccc3n2)cc1)c1ccccc1,9%,21%,?,?,8,1%,7%,4,?
COc1cc(-c2nc(S(=O)(=O)c3ccc(Cl)cc3)c(N3CCOCC3)o2)cc(OC)c1OC,-1%,-22%,21%,0.52µM*,-29,14%,-13%,-1,3%
CCCn1nc2cc(C(=O)NCCCCc3ccccc3)ccc2c1OCC,?,1%,-25%,?,9,?,0%,2,0%
Clc1cccc(-c2sc(Nc3ccccc3)n[n+]2-c2ccccc2)c1Cl,0%,3%,2%,-8%,0,4%,-1%,-4,-1%
COc1cc(C(=O)N/N=C/c2cc([N+](=O)[O-])cs2)cc(OC)c1OC,?,1.5µM*,2.9µM*,1.2µM*,22,5.8µM*,1%,-18,?
COc1cc2nc(NCc3ccc(C)cc3)n3nc(-c4ccccc4)nc3c2cc1OC,-3%,.,.,-2%,.,.,-8%,-6,.
COc1ccc2oc(=O)c(C(=O)N3CCN(c4ccccc4C)CC3)cc2c1,-9%,?,30%,-15%,-12,-4%,7%,5,-1%
COc1cc(CN(C(=O)c2ccco2)c2ccc(C)cc2)ccc1O,-26%,-10%,-2%,13µM*,-15,-5%,-23%,1,-1%
CCOC(CNC(=O)c1ccc(N2CCc3ccccc32)c([N+](=O)[O-])c1)OCC,?,-1%,-1%,2.6µM*,-19,17%,?,-12,-30%[inhibitor]
COc1ccc(NC(=O)c2cccc(N3C(=O)C4C5C=CC(C5)C4C3=O)c2)cc1Cl (stereo not given),-1%,7%,13%,-1%,33,?,-1%,3,-7%
COc1c(Cl)cc(Cl)cc1CNCc1ccccc1,-3%,29%,4%,0%,28,?,-7%,-4,2%
CCCCC(=O)Nc1cccc(NC(=S)NC(=O)Cc2ccccc2)c1,-21%,-4%,-1%,-21%,-6,-4%,-16%,3,-4%
# More compounds:
SMILES,KB-3-1 tox,HT1080 IDH1KD tx,HT1080NT lethal,KB-V1 MDR tox,IL-1B inflam inh,MCF10A rerep,GLP1R cytotox,DRD3 agonist,SW480 rereplic
NC(=O)C1CCN(C(=O)c2ccc(NS(=O)(=O)c3ccc(F)cc3)cc2)CC1,-15%,10%,11%,?,5,-2%,3%,3,27%
CSc1nsc(/C=C/Nc2ccc(Cl)cc2)c1C#N,-2%,-18%,-18%,-20%,16,?,57%[activator],-1,5%[9.22 µM]
COc1ccc(S(=O)(=O)Cc2ccc(C(=O)N3CCN(c4cc(C)ccc4C)CC3)o2)cc1,-5%&-14%,1%,-10%,?,25,?,-9%&-7%,-2&7,3%
CC(=O)NC(CC(=O)OCC(=O)c1cc(C)ccc1C)c1ccccc1 (stereo not given),-7%,7%,1%,0%,17,0%,6%,-2,-6%
O=C1/C(=C/c2ccc(F)cc2)CCC1C1CCCC1 (stereo not given),7%,28%,21%,2%,-7,0%,2%,-3,1%
CCCCN1C(=O)/C(=C(/C#N)C(=O)N2CCCC2)c2ccccc21,-7%,-2%,-11%,?,9,4%,3%,-5,-3%
COc1ccc(C2C(C(=O)N3CCOCC3)c3ccccc3C(=O)N2c2ccc(OC)cc2)cc1 (stereo not given),4%,0%,2%,10%,0,-1%,-7%,1,-9%
COc1ccccc1CC(=O)N1CCCc2cc(C)ccc21,0%,-1%,0%,-24%,-11,-2%,14%,3,-11%
